# Compound activity deposited in PubChem by several laboratories.
# STAT1 activator – activators of IFN-gamma induced STAT1 signaling. NIH 3T3 STAT1-luciferase reporter, luminescence; 100% = IFN-gamma alone, no compound. activation (% of control), % at 5.5 µM. hit rate 2.6% among 200,000;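 active = activation above the screen-wide mean activation plus 3 SD, cut at about 130% in these data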;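 note: raw ratio to IFN-gamma control signal so 100% means no change and 0% no light; values of inactives mirror those of a sister screen read the other way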
# STAT3 act – increases IL-6 driven STAT3 reporter signal; U3A cells, IL-6 STAT3-luciferase reporter, luminescence; 100% = signal with IL-6 EC80 alone; activation (% of control), % at 5.6 µM; hit rate 0.91% among 190,000; AID 871;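 active = activation above the screen-wide mean of compound activation plus 3 SD, cut at about 130% in these data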;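 note: 0% = background luminescence of wells with medium and substrate only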
#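 Material: human U3A cells carrying STAT3-luciferase construct. Measured by: reporter luminescence signal. Timing: compound 1 h, then IL-6 6 h at 37 °C.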
# Diaphorase inh – diaphorase inhibition or chemical oxidation counter-screen; AID 1217; inhibition, % at 20 µM; hit rate 0.69% among 190,000; diaphorase resazurin-to-resorufin fluorescence, NADH, 16 min; bacterial (C. kluyveri) enzyme, not human;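 active = primary screen inhibition at 20 µM above a set limit, cut at about 50% in these data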;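 note: plate controls were DMSO with full reaction for no effect and wells lacking NADH for full effect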
#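 Test system: Clostridium kluyveri diaphorase enzyme / Quantity: diaphorase at 0.14 U/mL in enzyme working solution / Incubation: 16-min room-temperature incubation before reading / Benchmarks: NADH-free wells as positive control, DMSO-only neutral wells / Signal: resorufin fluorescence 544/590 nm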
# STAT1 inh – reduces IFN-gamma driven STAT1 reporter signal | NIH 3T3 STAT1-luciferase reporter, luminescence | inhibition, % at 5.5 µM | hit rate 0.35% among 200,000;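 active = inhibition above a set limit, the mean inhibition across all tested compounds plus 3 SD, cut at about 34% in these data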;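 note: 0% = IFN-gamma with DMSO and 100% = IFN-gamma with 300 µM nifuroxazide; values of inactives mirror those of a sister screen read the other way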
# APP 5UTR inh – APP translation inhibition. SH-SY5Y APP 5'UTR-luciferase reporter, luminescence. inhibition, % at 2 µM. hit rate 0.82% among 190,000. AID 1285;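 active = inhibition above a set limit, derived from the sample mean plus 3 SD, cut at about 45% in these data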; note: values of inactives mirror those of a sister screen read the other way
# STAT3 blocker – reduces IL-6 driven STAT3 reporter signal | AID 862 | inhibition, % at 5.5 µM | hit rate 0.89% among 190,000 | U3A cells, IL-6 STAT3-luciferase reporter, luminescence; host cell line lacks STAT1;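 active = inhibition above the mean inhibition across all screened compounds plus 3 SD, cut at about 44% in these data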;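 note: 0% = DMSO only wells and 100% = 100 µM nifuroxazide control wells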
# TLR4-MyD88 BLA – inhibitors of human TLR4-MyD88 binding; HeLa CL3-4 TLR4/MyD88 BLA complementation, FRET ratio; inhibition, % at 8.4 µM; O00206+Q99836; hit rate 0.18% among 200,000; AID 861; in the data active = inhibition above about 25%;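 note: 0% = vehicle and 100% = reference inhibitor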
# Target sequence (O00206 whole entry, looked up): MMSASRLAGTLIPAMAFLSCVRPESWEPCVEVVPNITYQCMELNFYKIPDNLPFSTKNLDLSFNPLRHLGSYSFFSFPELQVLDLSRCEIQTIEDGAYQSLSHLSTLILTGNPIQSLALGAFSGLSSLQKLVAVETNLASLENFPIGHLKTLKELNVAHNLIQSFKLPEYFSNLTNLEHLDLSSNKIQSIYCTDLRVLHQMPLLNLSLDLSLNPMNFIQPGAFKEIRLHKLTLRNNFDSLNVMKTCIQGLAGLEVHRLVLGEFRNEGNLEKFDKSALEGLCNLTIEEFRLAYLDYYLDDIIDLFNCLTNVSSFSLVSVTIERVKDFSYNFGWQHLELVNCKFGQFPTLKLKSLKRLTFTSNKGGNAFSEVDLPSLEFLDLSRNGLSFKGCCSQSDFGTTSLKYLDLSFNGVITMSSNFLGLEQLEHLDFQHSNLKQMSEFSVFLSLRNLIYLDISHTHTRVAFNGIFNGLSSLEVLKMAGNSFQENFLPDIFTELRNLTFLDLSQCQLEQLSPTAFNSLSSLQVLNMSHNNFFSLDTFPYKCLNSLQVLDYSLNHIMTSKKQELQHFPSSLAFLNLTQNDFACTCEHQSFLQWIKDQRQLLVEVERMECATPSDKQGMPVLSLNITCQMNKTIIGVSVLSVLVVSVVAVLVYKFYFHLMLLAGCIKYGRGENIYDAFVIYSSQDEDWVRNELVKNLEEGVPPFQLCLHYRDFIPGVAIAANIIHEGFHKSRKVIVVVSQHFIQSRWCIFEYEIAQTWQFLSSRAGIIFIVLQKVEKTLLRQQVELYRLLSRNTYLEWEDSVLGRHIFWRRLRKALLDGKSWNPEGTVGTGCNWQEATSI
# Target sequence (Q99836 whole entry, looked up): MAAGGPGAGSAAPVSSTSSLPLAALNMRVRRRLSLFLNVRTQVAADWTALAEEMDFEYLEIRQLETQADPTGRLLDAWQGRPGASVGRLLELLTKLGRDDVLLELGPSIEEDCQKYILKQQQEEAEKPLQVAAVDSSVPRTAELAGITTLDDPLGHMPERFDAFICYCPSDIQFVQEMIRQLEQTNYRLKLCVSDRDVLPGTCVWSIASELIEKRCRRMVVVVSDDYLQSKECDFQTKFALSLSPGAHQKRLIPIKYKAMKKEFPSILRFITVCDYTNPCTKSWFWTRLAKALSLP
# G6PDH counter – inhibits Leuconostoc G6PDH, flagging false hits in G6PDH-based assays | Purified L. mesenteroides G6PDH, diaphorase/resazurin coupled fluorescence, 45 min | inhibition, % at 5 µM | hit rate 0.12% among 200,000; in the data active = inhibition above about 50%
# Diaph act CS – counter-screen for diaphorase-based assays: diaphorase activators and chemical reducers. Diaphorase/resazurin coupled assay, resorufin fluorescence, 16 min; hits give high values; 1 = vehicle wells, 0 = NADH-free wells. activation factor at 20 µM. hit rate 0.005% among 190,000. AID 1229;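 active = diaphorase activity raised at least twofold by the compound at 20 µM; inactive = activation factor below 2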
#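 Material: bacterial diaphorase enzyme (C. kluyveri); amount: enzyme 0.07 U/mL final; reagent: NADH substrate 0.114 mM plus resazurin dye 0.1 mM, final; doses: single compound dose of 20 µM, 1% DMSO final; timing: 16 min enzyme reaction, ambient temperature; measured by: fluorescence of resorufin, 544 nm excitation, 590 nm emission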
# Hsp70 activator – Hsp70 transcriptional activation, primary screen | AID 1203 | hit rate 0.04% among 200,000 | activation, % at 10 µM | HeLa Hsp70 promoter luciferase reporter, luminescence; scaled: vehicle 0, proteasome-inhibitor control 100%;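 active = activation above the mean across all tested compounds plus 3 SD, cutoff set per campaign, cut at about 5.5% in these data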;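 note: 100% = MG132 at 30 µM as the positive control and 0% = DMSO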
# The depositor's hits bear a star; . = no result given. Outcome played no part in choosing rows; any-hit rate near 6.1%.
# Sample of the layout, 12 compounds:
SMILES,STAT1 activator,STAT3 act,Diaphorase inh,STAT1 inh,APP 5UTR inh,STAT3 blocker,TLR4-MyD88 BLA,G6PDH counter,Diaph act CS,Hsp70 activator
CS(=O)(=O)N(CCc1ccccc1)CC(=O)Nc1ccc(OCc2ccccc2)cc1,96.2,86.4,6.4,4.2,2.2,19.5,-8.0,14.6,0.9,-0.6
CC(=O)c1ccc(N(C(=O)c2csnn2)C(C(=O)NC(C)(C)C)c2cccs2)cc1 (centres undefined),97.4,98.6,-4.7,0.8,-14.9,8.6,-0.8,15.2,1,-0.2
NC(=O)c1c(NC(=O)c2cc3ccccc3o2)sc2c1CCC2,180.9*,71.4,12.4,-88.3,-98.3,35.0,-4.0,7.2,0.9,0.4
C=CCNC(=S)NNC(=O)c1ccc(OC(C)C)cc1,97.5,98.3,6.0,2.8,-4.3,3.6,3.9,19.5,0.9,0.0
O=C(O)CC(NC(=O)C1CCCCC1)c1cc([N+](=O)[O-])ccc1Cl (centres undefined),100.4,101.0,9.4,0.0,6.5,5.0,-0.3,-2.3,0.9,0.4
Cc1ccc(CCNC(=O)CCNS(=O)(=O)c2ccc3c(c2)oc(=O)n3C)cc1,98.0,91.4,11.0,3.3,-7.8,16.4,9.8,9.8,0.9,0.5
CCCN(CCC)C(=O)c1ccc2c(=O)n(Cc3ccco3)c(=S)[nH]c2c1,90.0,99.2,22.5,10.8,-11.9,9.3,1.4,9.9,0.8,-0.3
Cc1cc(NC(=O)Cn2nc(C(F)(F)F)c3c2CCC3)n(-c2ccccc2)n1,100.1,101.3,20.9,-0.1,-1.7,1.0,-2.3,8.4,0.8,-0.2
O=C(C1CCCN(S(=O)(=O)c2ccccc2)C1)N1CCCc2ccccc21 (centres undefined),99.3,104.2,4.5,0.7,-0.3,-0.8,-10.5,4.1,1,-0.2
CC(C)=C1C2CCC1C1C(=O)N(CCc3ccccc3)C(=O)C21 (centres undefined),89.6,92.5,15.9,13.2,3.3,7.0,3.5,7.3,0.8,-0.3
COc1ccc(C2NC(=O)CS2)cc1OC (centres undefined),105.0,109.7,11.2,-5.5,-4.0,-9.3,7.9,3.9,0.9,-0.2
O=C(COC(=O)c1sc2ccccc2c1Cl)Nc1ncc(Cl)cc1Cl,105.4,91.4,4.8,-5.9,12.6,13.4,-9.6,4.9,1,-0.5

# The listing, previewed entries included:
SMILES,STAT1 activator,STAT3 act,Diaphorase inh,STAT1 inh,APP 5UTR inh,STAT3 blocker,TLR4-MyD88 BLA,G6PDH counter,Diaph act CS,Hsp70 activator
CS(=O)(=O)N(CCc1ccccc1)CC(=O)Nc1ccc(OCc2ccccc2)cc1,96.2,86.4,6.4,4.2,2.2,19.5,-8.0,14.6,0.9,-0.6
CC(=O)c1ccc(N(C(=O)c2csnn2)C(C(=O)NC(C)(C)C)c2cccs2)cc1 (centres undefined),97.4,98.6,-4.7,0.8,-14.9,8.6,-0.8,15.2,1,-0.2
NC(=O)c1c(NC(=O)c2cc3ccccc3o2)sc2c1CCC2,180.9*,71.4,12.4,-88.3,-98.3,35.0,-4.0,7.2,0.9,0.4
C=CCNC(=S)NNC(=O)c1ccc(OC(C)C)cc1,97.5,98.3,6.0,2.8,-4.3,3.6,3.9,19.5,0.9,0.0
O=C(O)CC(NC(=O)C1CCCCC1)c1cc([N+](=O)[O-])ccc1Cl (centres undefined),100.4,101.0,9.4,0.0,6.5,5.0,-0.3,-2.3,0.9,0.4
Cc1ccc(CCNC(=O)CCNS(=O)(=O)c2ccc3c(c2)oc(=O)n3C)cc1,98.0,91.4,11.0,3.3,-7.8,16.4,9.8,9.8,0.9,0.5
CCCN(CCC)C(=O)c1ccc2c(=O)n(Cc3ccco3)c(=S)[nH]c2c1,90.0,99.2,22.5,10.8,-11.9,9.3,1.4,9.9,0.8,-0.3
Cc1cc(NC(=O)Cn2nc(C(F)(F)F)c3c2CCC3)n(-c2ccccc2)n1,100.1,101.3,20.9,-0.1,-1.7,1.0,-2.3,8.4,0.8,-0.2
O=C(C1CCCN(S(=O)(=O)c2ccccc2)C1)N1CCCc2ccccc21 (centres undefined),99.3,104.2,4.5,0.7,-0.3,-0.8,-10.5,4.1,1,-0.2
CC(C)=C1C2CCC1C1C(=O)N(CCc3ccccc3)C(=O)C21 (centres undefined),89.6,92.5,15.9,13.2,3.3,7.0,3.5,7.3,0.8,-0.3
COc1ccc(C2NC(=O)CS2)cc1OC (centres undefined),105.0,109.7,11.2,-5.5,-4.0,-9.3,7.9,3.9,0.9,-0.2
O=C(COC(=O)c1sc2ccccc2c1Cl)Nc1ncc(Cl)cc1Cl,105.4,91.4,4.8,-5.9,12.6,13.4,-9.6,4.9,1,-0.5
Cc1cc(Cl)ccc1OCc1n[nH]c(=S)n1C1CCCCC1,98.5,97.4,33.8,1.7,-10.5,6.8,-2.7,-5.0,0.7,1.0
Cc1ccc(Nc2nc(Nc3ccc(C)cc3)nc(SC3=NCCS3)n2)cc1,106.7,83.5,21.3,-2.8,-24.8,20.8,-0.8,0.4,0.8,0.0
CN(O)/C=C1\C(=O)Nc2ccccc21,102.4,142.4*,37.8,-2.6,17.6,-49.8,-7.8,5.7,0.6,0.0
CCOC(=O)CSc1cc(CS(C)(=O)=O)nc(-c2ccccn2)n1,93.6,104.8,7.0,6.6,10.5,2.2,10.2,4.3,0.9,-0.2
CN1CCN(CCCNC(=O)c2ccc3c(c2)N(Cc2ccccc2)CCS3)CC1,107.9,101.6,8.4,-8.7,-14.4,6.7,-0.6,2.2,0.9,-0.2
COc1ccccc1NC(=O)CCSc1ccc(C)cc1,93.8,95.2,47.2,5.2,-6.8,7.0,12.7,20.6,0.5,-0.3
COc1ccc(-c2[nH]ncc2C=O)cc1OC,98.1,102.6,5.9,-1.2,-8.7,1.6,3.0,9.6,0.9,-0.1
CCN1CCN(c2nc3sc4c(c3c3ncnn23)CC(C)CC4)CC1 (centres undefined),108.7,104.2,11.0,-9.6,-4.3,0.2,2.4,9.0,0.9,0.2
CCOc1ccccc1Oc1c(C)oc2c(CN3CCN(CCO)CC3)c(O)ccc2c1=O,97.9,101.2,3.1,2.3,1.9,6.1,-19.2,11.2,1,-0.5
COc1nc(NCCO)nc(Nc2ccccc2F)n1,120.4,103.7,18.1,-24.7,-23.7,2.2,2.1,6.3,0.8,-0.2
COc1ccc(CC(=O)Nc2cccc(C(=O)O)c2C)cc1,104.9,108.3,6.9,-5.3,-0.4,-5.8,0.8,15.8,0.9,-0.2
COc1ccc(-c2[nH]ncc2CN2CCN(Cc3cccs3)CC2)cc1F,103.6,98.7,5.1,-6.0,-11.9,5.0,-4.5,9.8,0.9,-0.3
COc1ccc(-n2c(SCC(=O)Nc3ccc([N+](=O)[O-])cc3OC)nc3ccccc32)cc1,84.9,102.0,11.1,17.3,-34.9,-2.3,-10.9,14.7,0.9,-0.1
N#Cc1cccnc1Nc1cccc(Cl)c1,99.0,99.0,15.0,1.1,6.9,3.8,-0.6,10.8,0.8,-0.2
COc1cccc(Nc2cc(C)nc3ccccc23)c1,88.1,96.3,-11.5,12.9,5.3,9.2,-3.0,-0.7,1.1,-0.2
Cc1ccc(OCCCCn2cnc3ccccc32)cc1,82.2,82.0,17.9,16.8,-8.6,26.1,4.6,6.1,0.8,-0.2
COc1ccc(OC)c(NC(=O)CN(c2ccc(C(C)C)cc2)S(=O)(=O)c2c(C)noc2C)c1,87.6,104.0,37.9,13.7,-5.0,3.9,0.1,3.3,0.6,-0.1
CC1CCCN(CCOCCOc2ccc(Cl)cc2Br)C1 (centres undefined),98.0,103.7,5.5,2.2,-6.5,2.1,-7.0,5.4,0.9,0.0
c1csc(CSc2nc3ccccc3s2)c1,145.0*,107.4,16.3,-47.3,-54.9,-2.1,-1.4,5.2,0.8,0.3
COc1ccc(C(C(=O)NC2CCCCC2)N(Cc2ccco2)C(=O)CNC(=O)c2ccco2)cc1 (centres undefined),100.8,109.4,.,-0.8,0.0,-11.2,1.2,.,.,-0.4
COc1cccc(OC)c1C(=O)NC(=S)NCc1ccccc1,95.3,99.3,24.3,3.7,9.2,8.5,2.8,11.0,0.8,0.3
COC(=O)C1C(=O)C2=C(CC1C)NC(=O)CC2c1ccc(F)cc1 (centres undefined),98.3,96.5,2.0,1.5,-15.7,9.5,6.0,2.0,1,-0.2
Cc1ccc(S(=O)(=O)CCc2nnc(NC(=O)c3ccccn3)s2)cc1,86.1,109.2,17.0,15.2,-0.5,-3.4,7.3,10.4,0.8,1.9
O=C(NCc1ccc2c(c1)OCO2)C1CCC(CNc2c(N3CCCC3)c(=O)c2=O)CC1 (centres undefined),92.3,101.1,1.3,5.5,6.2,-2.2,1.2,-13.0,1,0.0
Cc1cc(C(=O)OCC(=O)NC(C)(C)C)c2ccccc2n1,93.2,96.5,-3.7,7.4,-3.2,9.8,8.4,-5.5,1,0.0
O=C(CN1CC[n+]2c(-c3cccs3)csc21)c1ccc(Br)cc1,104.6,102.7,2.2,-5.2,11.3,-0.5,-8.3,-5.0,1,-0.3
COc1ccccc1NC(=O)c1cc2ccc(O)cc2o/c1=N\O,97.5,92.9,15.3,2.7,-11.9,10.6,2.1,-2.9,0.8,-0.2
CCC(C)(C)n1nnnc1C(c1ccc(Cl)cc1)N1CCN(C)CC1 (centres undefined),102.3,111.0,7.3,-1.2,14.1,-6.1,4.2,6.3,0.9,0.1
CCCN(CCC)CCCNS(=O)(=O)c1ccc2c(c1)oc(=O)n2C,96.7,103.9,-0.8,3.6,-9.7,1.5,-4.4,6.4,1,-0.2
Cc1sc(C(=O)NCc2cccnc2)c2nc(C)n(CC(=O)NCc3cccnc3)c(=O)c12,99.5,105.0,2.6,0.5,8.1,-3.8,2.1,-0.1,1,-0.1
